Screening results deposited in PubChem by several laboratories.
PHOSPHO1 block: blocks human PHOSPHO1 phosphatase activity; recombinant PHOSPHO1, absorbance phosphatase assay; inhibition, % at 13.3 µM; hit rate 1.1% among 290,000; AID 1565; in the data active = inhibition above about 60%
Target sequence (Q8TCT1 whole entry, looked up): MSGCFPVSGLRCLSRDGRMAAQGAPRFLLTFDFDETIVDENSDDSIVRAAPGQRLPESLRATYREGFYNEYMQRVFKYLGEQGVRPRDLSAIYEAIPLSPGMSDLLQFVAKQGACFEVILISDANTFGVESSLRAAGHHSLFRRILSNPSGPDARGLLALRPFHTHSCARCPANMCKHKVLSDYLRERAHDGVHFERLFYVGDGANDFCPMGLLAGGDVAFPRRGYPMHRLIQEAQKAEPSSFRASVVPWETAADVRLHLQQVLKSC
MEKK2 mut-MEK5: signal of MEK5 binding to mutant human MEKK2 PB1 domain. bead flow cytometry, Alexa488-MEK5 binding to MEKK2 mutant. percent response, % at 10 µM. hit rate 0.35% among 290,000; in the data active = percent response above about 24%, passing the limit was not always enough; also: inactives centre near 1; some results filed as inactive read as strong as hits; reference of the scale not given here
NALP1 yeast inh: NALP1 inhibition. S. cerevisiae NALP1/ASC/caspase-1 growth, X-gal OD620, 72 h. inhibition, % at 10 µM. hit rate 0.61% among 280,000. AID 2071; in the data active = inhibition mostly above about 24%, no sharp cut-off; inactive = mostly below about 32%; also: some compounds called inactive have numbers as strong as hits
MEKK2wt PB1 HTS: raises or lowers MEK5 binding to wildtype human MEKK2 PB1 domain. bead flow cytometry, Alexa488-MEK5 binding to MEKK2 WT; actives lie on both sides. binding response (% of control), % at 10 µM. hit rate 1.1% among 290,000. AID 1531; in the data active = binding response below about 67% or above about 130%
MEKK3 PB1 HTS: MEKK3-MEK5 PB1 interaction, increase or decrease; Q99759; bead-based flow cytometry, Alexa488-MEK5 binding to MEKK3; actives lie on both sides; 0 = blocked by unlabeled MEK5, 100 = vehicle; binding response (% of control), % at 10 µM; hit rate 1.4% among 290,000;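 active = binding response more than 3 SD above or below the average of its plate-row segment, actives on both sides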;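 also: Alexa488 bead fluorescence after subtracting the streptavidin-only scavenger bead signal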
DNA FID counter: displaces DNA intercalator in HCV helicase counter-screen; DNA fluorescent intercalator displacement, fluorescence; inhibition, % at 7.9 µM; hit rate 0.17% among 290,000; in the data active = inhibition above about 37%;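 also: 0% = vehicle and 100% = reference compound; higher means more ethidium bromide displaced from hairpin DNA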
PfM18AAP inh: PfM18AAP enzyme inhibition. recombinant PfM18AAP, H-Glu-NHMec fluorogenic cleavage. inhibition, % at 7.35 µM. hit rate 1.2% among 290,000. AID 1822;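 active = inhibition above the campaign mean inhibition over all tested compounds plus 3 SD, cut at about 28% in these data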;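 also: 0% = plate median of test compound wells and 100% = 2 mM ZnCl2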
GPR7 antag: antagonists of human GPR7 (neuropeptides B/W receptor 1). GPR7-expressing cells, fluorescence antagonist assay. inhibition, % at 4.4 µM. hit rate 1.1% among 290,000; in the data active = inhibition above about 16%, passing the limit was not always enough;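 also: cells stimulated with the agonist NPW; 0% = agonist with vehicle and 100% = vehicle without agonist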
Target sequence (P48145 whole entry, looked up): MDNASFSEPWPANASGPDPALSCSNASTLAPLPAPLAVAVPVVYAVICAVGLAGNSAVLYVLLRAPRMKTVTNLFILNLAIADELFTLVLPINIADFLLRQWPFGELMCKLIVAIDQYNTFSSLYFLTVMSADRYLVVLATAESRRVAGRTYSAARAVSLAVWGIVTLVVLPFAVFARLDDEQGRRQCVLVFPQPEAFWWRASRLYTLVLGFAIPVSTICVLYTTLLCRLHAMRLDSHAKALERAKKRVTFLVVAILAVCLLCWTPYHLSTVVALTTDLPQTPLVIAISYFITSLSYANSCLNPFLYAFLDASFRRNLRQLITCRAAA
OXTR ag: agonists of human oxytocin receptor. P30559. hit rate 0.32% among 320,000. CHO-OTR cells, Fluo-8 calcium fluorescence; normalized: DMSO 0%, oxytocin 100%. AID 2435. activation, % at 3 µM;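 active = activation above the mean of all tested compounds plus 3 SD, cutoff set per screening run, cut at about 20% in these data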;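 also: peak over basal fluorescence ratio from a 100 s FLIPR kinetic read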
Target sequence (P30559 whole entry, looked up): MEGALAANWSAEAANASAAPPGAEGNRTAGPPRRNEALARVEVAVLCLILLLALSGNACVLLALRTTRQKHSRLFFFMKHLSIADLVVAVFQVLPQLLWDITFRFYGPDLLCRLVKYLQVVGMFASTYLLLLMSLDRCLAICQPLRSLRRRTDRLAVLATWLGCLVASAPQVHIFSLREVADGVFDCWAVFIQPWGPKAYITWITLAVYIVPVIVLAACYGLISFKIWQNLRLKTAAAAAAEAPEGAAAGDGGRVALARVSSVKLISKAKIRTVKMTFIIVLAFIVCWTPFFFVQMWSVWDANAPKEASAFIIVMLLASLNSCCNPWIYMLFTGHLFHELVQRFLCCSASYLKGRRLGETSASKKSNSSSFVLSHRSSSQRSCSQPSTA
Numbers without * were called inactive; . = not tested or not shown; [ ] = remark or other dose.

SMILES | PHOSPHO1 block | MEKK2 mut-MEK5 | NALP1 yeast inh | MEKK2wt PB1 HTS | MEKK3 PB1 HTS | DNA FID counter | PfM18AAP inh | GPR7 antag | OXTR ag
COc1ccc(CNC(=O)CN(C(=O)CCC(=O)Nc2ccccn2)c2cccc(C)c2C)cc1 | 31 | 3 | 7 | 109 | 104 | -38 | 2 | -1 | 3.3
O=C(NCCCNC(=O)c1ccco1)c1ccc(F)cc1 | 36 | 2 | 6 | 96 | 99 | -5 | 0 | -1 | 0.3
Cc1nn(-c2ccccc2)c(C)c1NC(=O)COc1ccc2ccccc2c1 | 9 | 5 | -1 | 103 | 103 | -38 | -5 | -2 | 14
Cc1nn(-c2ccccc2)c2sc(-c3n[nH]c(=S)o3)cc12 | 38 | 0 | 19 | 97 | 101 | -20 | 0 | 2 | 0.0
O=C(NNc1nc2cc3c(cc2s1)OCO3)c1ccccc1 | -6 | -3 | 21 | 99 | 106 | -5 | 48* | -8 | 0.4
Cc1ccc(-c2cc3c(N=O)c4ccccc4c-3n[nH]2)cc1 | -30 | -4 | -16 | 96 | 104 | -3 | -13 | 6 | -0.4
Cc1[nH]n(C(N)=S)c(=O)c1N=Nc1cccc([N+](=O)[O-])c1C | . | 3 | . | 99 | 101 | -6 | 4 | -10 | 11
Cc1cc(C)n2c(SCC(=O)N(CC(C)C)c3c(N)n(CC(C)C)c(=O)[nH]c3=O)nnc2n1 | -11 | -7 | 0 | 88 | 99 | -7 | 6 | -8 | -0.1
Cc1ncoc1C(=O)N1CCCC(N2CCN(c3cccc(C(F)(F)F)c3)CC2)C1 (configuration not stated) | 34 | 12 | 4 | 108 | 108 | -41 | -3 | -5 | 0.4
COc1ccc(N=C2SC(C(N)=O)CC(=O)N2Cc2ccc3c(c2)OCO3)cc1 (configuration not stated) | 33 | -5 | 3 | 95 | 95 | -15 | -4 | -9 | 5.6
CN(C)C(=O)c1cc([N+](=O)[O-])ccc1O | 46 | 7 | 17 | 99 | 102 | -2 | 2 | -15 | -0.5
CNC(=O)c1ccccc1NC(=O)C1CC(=O)N(C(C)C)C1 (configuration not stated) | 41 | 8 | 0 | 108 | 107 | 1 | 26 | -16 | 0.1
CSc1ccc(NC(=O)CC(C)=O)cc1 | -12 | -2 | 1 | 110 | 102 | -6 | 2 | -4 | -1.4
Cc1cc(NC(=O)CSc2c3c(nc4ccccc24)CCC3)no1 | 2 | . | -19 | . | . | -12 | -9 | -2 | -1.8
COC(=O)CNC(=O)C1CCN(S(=O)(=O)c2cnc[nH]2)CC1 | -10 | 1 | 17 | 101 | 102 | -1 | 1 | 6 | 0.0
CC1(C)OC(=O)C(=NNc2ccccc2C(=O)O)C(=O)O1 | 32 | -2 | 3 | 102 | 95 | 1 | 6 | -10 | -0.1
O=C(Cn1nc(-c2cccc(Cl)c2)ccc1=O)Nc1cccnc1 | 16 | -3 | 6 | 100 | 105 | -2 | 1 | 7 | 0.3
CCOc1cc(C#N)c(NC(=O)Cn2nnc3ccccc32)cc1OCC | 18 | -1 | -5 | 100 | 101 | -4 | 1 | -10 | 0.5
CCNc1ccc(Br)cc(C(=O)/C=C/c2ccc3c(c2)OCO3)c1=O | 24 | -5 | 2 | 79 | 95 | -22 | 16 | 8 | 0.1
O=C(O)c1occc1CSc1ccccc1 | 15 | -4 | 4 | 93 | 102 | -11 | -10 | -7 | 0.5
CN(Cc1ccco1)C(=O)CCc1nc2sc3c(c2c(=O)[nH]1)CCCC3 | . | 8 | 5 | 109 | 104 | -9 | 1 | -10 | -0.2
CS(=O)(=O)NCCCCCCNS(C)(=O)=O | -5 | -3 | 25 | 97 | 96 | -7 | -7 | -3 | -0.2
N#CCCCCN1CCCC1 | 28 | 6 | 28 | 100 | 100 | -2 | -7 | -11 | .
O=C(COC(=O)Cc1ccc(Br)cc1)NC12CC3CC(CC(C3)C1)C2 | 2 | . | 1 | . | . | -19 | 3 | -7 | -2.9
COc1ccc(OCCC(=O)OCC(=O)Nc2cccc(Br)c2)cc1 | 2 | 0 | 28 | 100 | 117 | -12 | -3 | -10 | 0.1
CC1CCN(c2nc3ccc(C(=O)NCCCN4CCCCC4)cc3s2)CC1 | 20 | 5 | 14 | 109 | 94 | 22 | 6 | -7 | 0.4
Cc1cc(NS(=O)(=O)c2ccc(NC(=O)CSc3nc4ncccc4[nH]3)cc2)nc(C)n1 | 8 | 4 | -2 | 102 | 107 | 0 | 9 | -10 | -0.1
CCOC(=O)c1c(N)sc(C(N)=O)c1C | -2 | -1 | 18 | 91 | 101 | 1 | 2 | -7 | -0.3
O=C(/C=C/c1cc(Br)ccc1O)c1ccco1 | 17 | 5 | . | 98 | 101 | 1 | 13 | 13 | 2.4
CN(CC(=O)N1CC=C(c2ccccc2)CC1)S(=O)(=O)c1cnc[nH]1 | 9 | 3 | 3 | 102 | 103 | -1 | -1 | 6 | 0.6
Cc1cccc(-n2nc(CC#N)c(C#N)c2N)c1 | -13 | -3 | -8 | 89 | 93 | 1 | -1 | -9 | 0.3
Nc1nonc1-n1nnc(C(=O)N/N=C/c2ccc(Br)cc2)c1CSC1=NCCS1 | -9 | -7 | 25 | 91 | 99 | 7 | 4 | 7 | -1.4
Cc1ccc(N2C(=O)C3C(C2=O)N2CCCN2C3c2ccccc2)cc1C (configuration not stated) | 32 | 0 | 4 | 99 | 101 | -8 | 0 | -10 | -1.1
Cn1c(=O)c2c(nc(SCc3ccc(F)cc3)n2C)n(C)c1=O | 30 | 4 | 5 | 105 | 103 | -22 | 5 | -14 | 1.7
C=CCN1C(=O)/C(=C/c2ccc(OC(C)=O)c(OCC)c2[N+](=O)[O-])SC1=S | -37 | -2 | 8 | 81 | 88 | -9 | 26 | 0 | .
CCCC(=O)OCC(=O)Nc1ccccc1C#N | 32 | -10 | -5 | 89 | 89 | -3 | -3 | -1 | 0.7
COc1ccc(C2CC(=O)c3ccccc3O2)cc1 (configuration not stated) | 1 | 2 | 33 | 96 | 98 | -3 | 2 | -7 | -1.5
CC(C)(C)c1ccc(-c2n[nH]c(=S)n2Cc2ccccc2)cc1 | -138 | 10 | -7 | 101 | 105 | -47 | -3 | -8 | -1.9
Cc1cc(C)cc(N(CC(=O)Nc2ccc(C)cc2Cl)S(=O)(=O)c2c(C)[nH]c(=O)[nH]c2=O)c1 | 14 | 0 | -2 | 99 | 99 | -46 | 2 | -9 | 0.6
COC(=O)CN(c1ccc(OC)cc1OC)S(=O)(=O)c1ccccc1[N+](=O)[O-] | 6 | -17 | -17 | 79 | 93 | -7 | 0 | -6 | -1.0
COc1ccc(-c2cc(C(=O)Nc3ccc(OC)c(OC)c3)no2)cc1 | -6 | -16 | -4 | 74 | 80 | -5 | -4 | -4 | 2.1
COc1ccc(CC(=O)Nc2ccc(S(=O)(=O)Nc3nccc(C)n3)cc2)cc1 | 3 | 1 | 14 | 98 | 101 | -8 | 6 | -10 | -0.7
CCN1/C(=C\c2ccc3ccccc3[n+]2CC)Sc2cc(C)ccc21 | 17 | -24 | 77* | 20*[inhibitor] | 70*[inhibitor] | 1 | 6 | 34* | 23*
O=c1[nH]nc(-c2ccc(NCCCO)c([N+](=O)[O-])c2)c2ccccc12 | 20 | -2 | 4 | 97 | 92 | -9 | 3 | 3 | 0.9
O=C(Nc1cccc(-c2nc3cc(Cl)ccc3o2)c1)C1CCCO1 (configuration not stated) | 33 | -6 | 9 | 87 | 88 | -16 | -3 | -9 | 0.0
CCOc1cc(/C=C/c2ccc3cccc([N+](=O)[O-])c3n2)cc(Cl)c1O | 2 | 0 | . | 98 | 109 | 7 | -5 | -4 | -3.1
Cn1cccc1-c1cc(C(=O)N2CCc3c([nH]c4ccccc34)C2c2ccccn2)[nH]n1 (configuration not stated) | 27 | -10 | -14 | 85 | 97 | -18 | -1 | -3 | -2.1
O=C(c1cc(COc2ccc(-n3cncn3)cc2)on1)N1CCCC1 | 20 | -10 | -5 | 91 | 94 | -32 | 17 | -7 | 2.5
CC/C(=C(\c1ccc(O)cc1)c1ccc(OCCN(C)C)cc1)c1ccccc1 | 36 | 43 | 26 | 180* | 78 | 33 | 6 | 13 | 9.6
CCCC/C(C)=N/NC(=O)c1cn(-c2ccccc2)nc1-c1ccccc1 | -28 | 10 | -7 | 108 | 100 | -8 | -1 | -11 | -0.6
Cc1ccc(-n2nnnc2SCC(=O)N2c3ccccc3NC(=O)C2(C)C)cc1 | 5 | 1 | 9 | 102 | 104 | -16 | -3 | -12 | -1.6
COc1cc(CNc2ccc(NC(C)=O)cc2)ccc1OCc1ccccc1C | 32 | -8 | -52 | 99 | 96 | -30 | -4 | 12 | 4.8
COc1ccc(CNS(=O)(=O)c2ccc(-n3cccn3)cc2)cc1 | 18 | 3 | 13 | 101 | 100 | -20 | -6 | -16 | 2.8
COc1ccc(CN2C(=NC(=O)C3CCCO3)SC3CS(=O)(=O)CC32)cc1 (configuration not stated) | 27 | 1 | -4 | 96 | 96 | -13 | -1 | -10 | -1.3
CCCc1[nH]c(=O)c(C#N)c2c1COC(C)(C)C2 | 7 | 1 | 5 | 96 | 101 | -1 | -7 | -7 | 2.1
COc1cc(NC(=O)Cn2cnc(S(=O)(=O)N3CCc4ccccc43)c2)cc(OC)c1OC | 58 | 6 | -3 | 101 | 100 | -27 | 2 | 2 | -0.2
COc1ccc2cc(CCNC(=O)c3ccc4c(c3)OCO4)c(=O)[nH]c2c1 | 2 | 9 | 13 | 104 | 104 | -15 | -1 | 0 | 0.3
CN=C1SC(CC(=O)Nc2ccccc2F)C(=O)N1C (configuration not stated) | 3 | 11 | . | 104 | 106 | 0 | 0 | -9 | 0.3
COC(=O)C1=C(COc2ccc(C=O)cc2OC)NC(=O)NC1c1cc(C)ccc1C (configuration not stated) | -7 | -1 | 8 | 99 | 105 | 0 | 2 | -7 | -2.4
COc1ccccc1CCC(=O)Nc1nc2ccccc2[nH]1 | -25 | 3 | 6 | 104 | 99 | -7 | 8 | -13 | 0.8

Whole records, quoted from the list:
Record of CCCC/C(C)=N/NC(=O)c1cn(-c2ccccc2)nc1-c1ccccc1 : PHOSPHO1 block = -28; MEKK2 mut-MEK5 = 10; NALP1 yeast inh = -7; MEKK2wt PB1 HTS = 108; MEKK3 PB1 HTS = 100; DNA FID counter = -8; PfM18AAP inh = -1; GPR7 antag = -11; OXTR ag = -0.6
Record of Cc1ccc(N2C(=O)C3C(C2=O)N2CCCN2C3c2ccccc2)cc1C (configuration not stated) : PHOSPHO1 block = 32; MEKK2 mut-MEK5 = 0; NALP1 yeast inh = 4; MEKK2wt PB1 HTS = 99; MEKK3 PB1 HTS = 101; DNA FID counter = -8; PfM18AAP inh = 0; GPR7 antag = -10; OXTR ag = -1.1
Record of CN(Cc1ccco1)C(=O)CCc1nc2sc3c(c2c(=O)[nH]1)CCCC3 : PHOSPHO1 block = .; MEKK2 mut-MEK5 = 8; NALP1 yeast inh = 5; MEKK2wt PB1 HTS = 109; MEKK3 PB1 HTS = 104; DNA FID counter = -9; PfM18AAP inh = 1; GPR7 antag = -10; OXTR ag = -0.2

The listing continues.
SMILES | PHOSPHO1 block | MEKK2 mut-MEK5 | NALP1 yeast inh | MEKK2wt PB1 HTS | MEKK3 PB1 HTS | DNA FID counter | PfM18AAP inh | GPR7 antag | OXTR ag
Cc1ccc(C(=O)N/N=C\c2ccc(OC(=O)c3cccs3)cc2)cn1 | -11 | -2 | 29 | 93 | 93 | -11 | 10 | 3 | 0.9
CN1CCN(Cc2c(O)ccc3c(-c4ccccc4)cc(=O)oc23)CC1 | -10 | -1 | -9 | 103 | 97 | 3 | 1 | 1 | 0.5
COc1cccc(C(=O)Nc2nnc(C3CCCO3)s2)c1 (configuration not stated) | 33 | 5 | -6 | 100 | 101 | -8 | -28 | -5 | 1.3
O=C(NC1CCN(Cc2ccccc2)CC1)C(NS(=O)(=O)c1cccc2nsnc12)c1ccccc1 (configuration not stated) | 18 | 14 | 7 | 109 | 103 | 13 | -6 | -8 | 1.3
